Pf growth 48h = Primary qHTS for delayed death inhibitors of the malarial parasite plastid, 48 hour incubation; hit rate 5.9% among 310,000; AID 504832, 2011; P. falciparum luciferase growth in erythrocytes, 48 h; Potency, µM (series often up to 28.7 µM), for the others: at the highest dose activity change, negative = inhibition, hits mostly inhibitors; note: potency is the fitted concentration of half-maximal effect; % is set by controls: 0 for no effect and ±100 for the full control effect
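Luminescence readout; reporter = integrated firefly luciferase in P. falciparum. RBC culture at 2% hematocrit, 0.1% parasitemia final, 37 C/5% CO2; decreased signal taken as growth inhibition.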
LmPK inhibitor = qHTS Assay for Inhibitors of Leishmania Mexicana Pyruvate Kinase (LmPK). Q27686. purified LmPK, Kinase-Glo ATP luminescence, 1 h. Potency, µM (highest dose often 57.5 µM), without a hit: top-dose activity change, negative = inhibition, hits mostly inhibitors. hit rate 0.37% among 290,000; note: potency is the fitted concentration of half-maximal effect; % is set by controls: 0 for no effect and ±100 for the full control effect
Target sequence (Q27686 whole entry, looked up): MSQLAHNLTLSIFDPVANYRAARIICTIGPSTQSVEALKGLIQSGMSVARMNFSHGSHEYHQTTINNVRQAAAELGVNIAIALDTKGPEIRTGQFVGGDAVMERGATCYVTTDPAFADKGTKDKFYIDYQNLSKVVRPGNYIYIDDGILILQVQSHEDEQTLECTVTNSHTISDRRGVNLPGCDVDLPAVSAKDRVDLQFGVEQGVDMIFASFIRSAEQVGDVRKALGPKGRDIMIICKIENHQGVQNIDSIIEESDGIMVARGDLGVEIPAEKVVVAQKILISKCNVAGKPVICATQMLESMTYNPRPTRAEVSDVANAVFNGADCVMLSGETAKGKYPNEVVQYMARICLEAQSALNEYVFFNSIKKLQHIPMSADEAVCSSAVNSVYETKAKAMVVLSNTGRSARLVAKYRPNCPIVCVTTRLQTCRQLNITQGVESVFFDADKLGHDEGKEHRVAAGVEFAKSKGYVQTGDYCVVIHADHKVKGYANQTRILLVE
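In 50 mM imidazole pH 7.2 with 7 mM MgCl2, LmPK (0.1 nM) turned over PEP (0.5 mM) and ADP (0.1 mM) for 1 h at room temperature. Luciferase read-out of ATP.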
Cycloheximide cs = Cycloheximide Counterscreen for Small Molecule Inhibitors of Shiga Toxin | cell reporter, cycloheximide protein synthesis inhibition counterscreen | max response, % | hit rate 12% among 300,000; in the data active = max response mostly above about 13%, no sharp cut-off; inactive = mostly below about 14%; note: read at 38.3 µM for the half of the compounds with a filed dose; 0% is about no effect
Tb PYK inh = qHTS of Trypanosoma Brucei Inhibitors. TbPYK enzyme, Kinase-Glo Plus ATP luminescence, 45 min. Potency, µM (doses to about 76.8 µM), without a hit: at the top dose activity, negative = inhibition, hits mostly inhibitors. hit rate 0.12% among 410,000; note: potency is the fitted concentration of half-maximal effect; % is set by controls: 0 for no effect and ±100 for the full control effect; nearly all actives have a fitted effect of over 50% in size
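Readout: single end-point luminescence (Kinase-Glo Plus, 10 min). Reaction conditions were TbPYK/substrate plus 130 uM ADP, 45 min at RT, pH 7.2 TEA buffer. No-enzyme wells served as controls, and data were normalized before concentration-response fitting.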
Shiga inhibitor = A qHTS for Small Molecule Inhibitors of Shiga Toxin; hit rate 9.2% among 290,000; inhibition, % at 38.7 µM; Vero cells, Shiga toxin protein synthesis inhibition reporter; in the data active = inhibition mostly above about 28%, no sharp cut-off; inactive = mostly below about 43%; note: 0% is about no effect
Pf growth 96h = Primary qHTS for delayed death inhibitors of the malarial parasite plastid, 96 hour incubation; hit rate 6.9% among 320,000; Potency, µM (top dose mostly 28.7 µM), without a hit: at the top dose activity change, negative = inhibition, actives largely listed as inhibitors; P. falciparum luciferase reporter growth, 96 h; note: potency is the fitted concentration of half-maximal effect; % is set by controls: 0 for no effect and ±100 for the full control effect
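Erythrocytes infected with luciferase-expressing P. falciparum were dispensed at 2% hematocrit and 0.05% parasitemia (final), then incubated with compounds 96 hours at 37 C in 5% CO2. Luminescence after detection reagent addition reported growth.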
HCV inh = qHTS Assay for Inhibitors of Hepatitis C Virus (HCV). Huh7.5.1 HCVcc-Cre infection, luciferase reporter, 44 h. Potency, µM (series often up to 41.8 µM), for inactives: at the top dose activity change, negative = inhibition, hits mostly inhibitors. hit rate 3.4% among 340,000. AID 651820, 2012; note: potency is the fitted concentration of half-maximal effect; % is set by controls: 0 for no effect and ±100 for the full control effect
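Infectious HCVcc-Cre (~0.5 moi) was added to cells just after compound, with cells seeded 4 h earlier at 1,000 per well. Luciferase activity after 44 h culture reported infection; substrate was incubated 15 min at room temperature before reading.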
* hit, by the source's call; ? = inconclusive; nt = not tested or not shown; & = joins results of further samples; [ ] = another dose, or the depositor's remark. Unless noted, calls come from the whole dose curve; as a rule, active = well fitted curve in the direction sought with a large enough effect; inconclusive = small, poorly fitted or top-dose-only effect, or another doubt; inactive = no such curve, though single readings can be large; an effect the other way counts as inactive or inconclusive.

SMILES | Pf growth 48h | Shiga inhibitor | HCV inh | LmPK inhibitor | Pf growth 96h | Tb PYK inh | Cycloheximide cs
COc1ccc(C)cc1S(=O)(=O)n1c([N+](=O)[O-])cnc1C | 33%[activator] | -3 | 12% | -9% | ? | -1% | -2
O=C(/C=C(\c1ccccc1)n1cncn1)c1ccccc1 | 11% | 18 | 17% | 0% | -18% | -12% | -3
O=C(CN1CCN(CC(=O)Nc2ccccc2Cl)CC1)Nc1ccc(F)c(F)c1 | ? | 15 | -24% | 5% | 3% | 3% | -8
COCCNC(=O)/C(C#N)=C/c1ccc(O)c([N+](=O)[O-])c1 | 4% | -8 | 4% | ? | -34% | -20% | -2
CCOc1ccccc1NC(=O)CSc1ccc(-c2ccco2)nn1 | -14% | -5 | -18% | 0% | ? | -15% | -1
Cc1cc(C)nc(SC2=CS(=O)(=O)c3ccccc32)n1 | ? | 14 | -33% | 4% | -25% | 1% | 8
COC(=O)C1=C(C)NC2=C(C(=O)CCC2)C1c1coc2ccccc2c1=O (configuration not stated) | ? | -7 | 0% | 1% | 86%[activator] | -5% | 0
CCOc1ccc2nc(/N=C/c3c(C)[nH]n(-c4ccc(C)cc4)c3=O)sc2c1 | 61%[activator] | 33 | ? | 14µM* | -9% | -33% | 33*
Cc1ccc(-c2cc(C(=O)NCC3CCCO3)no2)cc1 (configuration not stated) | 222%[activator] | 49* | 2% | 1% | 13% | 2% | 48*
COc1ccccc1C(=O)NCCc1c(C)[nH]c2c(C)ccc(F)c12 | 19% | 4 | -13% | 13% | -2% | -2% | -4
O=C(C#Cc1ccccc1)Nc1ccc(F)cc1 | ? | 32* | ? | -1% | ? | 2% | 34*
CC(=O)N1N=C(c2ccccc2)OC12CCCC2 | 7% | 6 | -9% | 3% | -28% | -9% | -1

The closing four compounds of the part above open the next one.
SMILES | Pf growth 48h | Shiga inhibitor | HCV inh | LmPK inhibitor | Pf growth 96h | Tb PYK inh | Cycloheximide cs
Cc1ccc(-c2cc(C(=O)NCC3CCCO3)no2)cc1 (configuration not stated) | 222%[activator] | 49* | 2% | 1% | 13% | 2% | 48*
COc1ccccc1C(=O)NCCc1c(C)[nH]c2c(C)ccc(F)c12 | 19% | 4 | -13% | 13% | -2% | -2% | -4
O=C(C#Cc1ccccc1)Nc1ccc(F)cc1 | ? | 32* | ? | -1% | ? | 2% | 34*
CC(=O)N1N=C(c2ccccc2)OC12CCCC2 | 7% | 6 | -9% | 3% | -28% | -9% | -1
COc1ccc2c(c1)C(C)=CC(C)(C)N2S(=O)(=O)c1ccc(Br)cc1 | 9.3µM* | 15 | ? | 9% | -11% | -3% | -3
O=C(CN1CCOCC1)N/N=C/c1ccco1 | 16% | -3 | 0% | 2% | 38%[activator] | 3% | -3
CCOC(=O)C(Cc1ccc(OC)c([N+](=O)[O-])c1)NC(=O)CCC(=O)Nc1ccc(OC)cc1 (configuration not stated) | 5% | -4 | 2% | -5% | 20% | 2% | -2
Cc1c(C(=O)NCc2ccco2)sc2nc(-c3ccccc3)cn12 | ? | 66* | 10µM* | -2% | ? | 0% | 54*
O=C(O)C1Nc2c(O)cccc2C2C=CCC12 (configuration not stated) | 10% | -14 | ? | 4% | 15µM* | ? | -3
Cc1cc(C(F)(F)F)n(-c2nc(C(=O)NNS(=O)(=O)c3ccccc3)cs2)n1 | 0% | -7 | 20% | 2% | nt | 7% | 10
CCN(CCn1cccn1)C(=O)CCc1nnc(C2(c3ccc(Cl)cc3)CCC2)o1 | -10% | 92* | -2% | 2% | 28% | -13% | 41*
CCc1cccc(C)c1NC(=O)c1ccc2c(c1)CCN2S(C)(=O)=O | -8% | 3 | 8% | -1% | -2% | 0% | 7
CC(C)[C@H](NC(=O)c1ccco1)C(=O)OCC(=O)c1ccc2c(c1)NC(=O)CO2 | -1% | -1 | 4% | 1% | 28% | -1% | 1
Cn1cc(C(=O)N2CCC3(CC2)OCCO3)c2c3ccccc3n(C)c2c1=O | -14% | -5 | 10% | 2% | 50%[activator] | 6% | -9
CCCCOc1nc2ccccc2c(=O)n1-c1ccccc1 | 16% | 3 | -6% | -5% | ? | -4% | 2
C=CCN1C(=O)C(C(C)CC)NC1=S (configuration not stated) | -2% | 24 | 16% | -2% | -2% | -4% | 0
CCc1ccc(OCC(=O)N(C)C2CCS(=O)(=O)C2)cc1 (configuration not stated) | 12% | -16 | 0% | 1% | 10% | -10% | 0
CN(CC(=O)Nc1ccccc1C(F)(F)F)C(=O)CCc1nc2ccccc2c(=O)[nH]1 | 0% | nt | 10% | nt | 2% | -3% | nt
COc1ccc(N/C=C/C(=O)c2ccc(OC)c(OC)c2)cc1 | ? | 56* | -10% | -7% | ? | -6% | 24*
CCOC(=O)CCNC(=O)Nc1cc2nc(C)n(Cc3cccc(Cl)c3)c2nc1C | nt | -5 | -12% | 1% | 52%[activator] | -11% | -6
Cn1ccnc1SCC(=O)c1ccc(OC(F)F)cc1 | 118%[activator] | 78* | 24% | -7% | 99%[activator] | 11% | 33*
COc1ccc(NS(=O)(=O)c2ccc3c(c2)oc(=O)n3C)c(OC)c1 | nt | -1 | -6% | 10% | 4% | -9% | -3
COc1cc2c(cc1OC)C(c1cc3ccc(C)cc3[nH]c1=O)N(C(=O)c1ccco1)CC2 (configuration not stated) | 13µM* | -4 | 20% | 1% | 5% | -1% | -5
COC(=O)c1cc(C)sc1NC(=O)CCc1ccccc1 | -3% | nt | -16% | 5% | 8% | -10% | -2
O=C(CSCc1cc(=O)n2ccsc2n1)Nc1ccc(F)cc1 | 9% | 18 | 6% | -13% | ? | 3% | -9
CCOC(=O)c1c(-c2ccccc2)c(C(C)=O)c(=O)n(C)c1C | nt | -9 | 8% | 18% | -33% | 0% | -5
CCn1nnnc1-c1ccc(OC)c(S(=O)(=O)N2CCCCC2)c1 | 24% | -14 | 1% | 1% | 54%[activator] | -1% | -1
Cc1ccc(-c2csc(NC(=O)CSc3nc4ccccc4[nH]3)n2)cc1 | -3% | -8 | ? | 1% | 30%[activator] | 6% | 9
O=C(O)Cn1c(Cc2ccccc2)nc2ccccc21 | 85%[activator] | -5 | 17% | -6% | 174%[activator] | -6% | 2
O=C(O)CCCNS(=O)(=O)/C=C/c1ccccc1 | 0% | -11 | 9% | 9%[11.5 µM] | ? | 3% | -2
NCCOc1ccc(C2CCCCC2)cc1 | 48%[activator] | 42 | -10% | 2% | ? | -3% | 17
CC1CCCCC1NC(=O)CN1C(=O)c2cccc(N)c2C1=O (configuration not stated) | 2% | -5 | 4% | -9% | -9% | 7% | -2
CCN(CC)CCOC(=O)c1ccc(Cl)cc1Cl | 47%[activator] | 5 | 1% | 3% | ? | -6% | 10
COc1ccc(CCNC(=O)CO/N=C/c2cc3c(cc2Br)OCO3)cc1OC | 1% | -13 | ? | -4% | ? | 0% | -4
Cc1ccc(CS(=O)(=O)CCC(=O)NCCC2=CCCCC2)cc1 | 24% | -4 | -27% | -8% | ? | -1% | -3
O=C(NNC(=O)C1CCN(S(=O)(=O)c2cccc(C(F)(F)F)c2)CC1)C1CC1 | 15% | 3 | 9% | -8% | 12% | 2% | 2
O=C(Cc1cccs1)Nc1ccc2c(c1)C(=O)OC2 | nt | -12 | 11% | 9% | 5% | -3% | 15
Cn1c(=O)c2c(nc(Sc3ncccn3)n2Cc2ccccc2Cl)n(C)c1=O | ? | -9 | 11% | 1% | nt | -1% | 9
CC1CCCC(C)N1CCNC(=O)Cn1nc(-c2ccccc2)ccc1=O (configuration not stated) | -1% | -4 | 7% | 5% | ? | -4% | -4
COc1cccc(C(CC(=O)NCC2CCCO2)NS(=O)(=O)c2ccc(C)cc2)c1OC (configuration not stated) | 7% | -5 | -2% | -4% | 2% | -4% | -2
COc1ccc(CCNS(=O)(=O)c2ccc(Br)s2)cc1 | -28% | 39* | -1% | -9% | -6% | -1% | 29*
COc1ccc(C(=O)/C=C/c2ccc(OC)c(Cn3nnc4ccccc43)c2)cc1 | ? | -8 | -25% | 3% | 0.1µM* | -9% | 1
Cc1ccc(-c2cc(=O)c3cc(F)ccc3[nH]2)cc1 | ? | 18 | -6% | 0% | 10µM* | 3% | 16*
Cc1ccc(S(=O)(=O)NC(CN2CCOCC2)=NCCNS(=O)(=O)c2ccccc2)cc1 | -15% | 6 | 10%&14% | -3% | 15% | 0% | 4
CCOCCCn1c(C)nc2c(c1=O)c1nc3ccccc3nc1n2-c1ccc2c(c1)OCCO2 | 5.2µM* | -25 | -11% | -5% | ? | 3% | -3
Cc1ccc(S(=O)(=O)N2CCOCC2)cc1NC(=O)Cn1nc(C)c([N+](=O)[O-])c1C | 0% | nt | ? | nt | 4% | 0% | nt
CS(=O)(=O)NCCCc1ccccc1 | 4% | -3 | 10% | 0% | ? | 0% | -3
CC(C)NC(=O)c1ccc(COc2ccc(C(C)(C)C)cc2)o1 | -15%[0.00184 µM] | 160* | ? | -2% | ? | 2% | 95*
Cc1ccc(CS(=O)(=O)Cc2ccc(C(=O)NC3CCCC3)o2)cc1 | -13% | 33 | -2% | -2% | 19% | 3% | 27
Cc1ccc(C(C)C)c(OCCCN2CCc3ccccc3C2)c1 | ? | -5 | -21% | 0% | -14% | 1% | 0
COC(=O)c1ccc2c(=O)n(CCCCCC(=O)O)c(=S)[nH]c2c1 | ? | -10 | 13% | 0% | ? | -18% | -3
CC(C)CN1C=C2C(=O)C(C)(OC(=O)C3CCCC3)C(=O)C=C2C=C1c1ccsc1 (configuration not stated) | ? | -7 | 6% | -4%[11.5 µM] | 10µM* | 4% | -2
COCCN1C=C2C(=O)C(C)(OC(=O)CCC(=O)OC)C(=O)C(Br)=C2C=C1c1ccc(OC)cc1 (configuration not stated) | nt | nt | 34%[activator] | -5%[11.5 µM] | nt | -5% | nt
CCOC(=O)C1CCCN(S(=O)(=O)c2ccc(Br)c(OC)c2)C1 (configuration not stated) | -2% | -12 | 8% | 1% | nt | 2% | -3
CCN(Cc1cc2ccc(C)cc2[nH]c1=O)C(=O)c1ccncc1 | 13% | -3 | nt | 2% | -4%[5.75 µM] | nt | -3
COCCNC(=O)CN(C(=O)CCC(=O)Nc1ccccn1)c1ccc(C)cc1C | -17% | 1 | 7% | -5% | -12% | 4% | -2
O=C1CCc2cc(NS(=O)(=O)c3ccc(F)cc3)cc3c2N1CC3 | 16% | nt | ? | nt | -1% | 0% | nt
O=C(COc1ccc2ccccc2c1)N1CCN(CC2CC3C=CC2C3)CC1 (configuration not stated) | -7% | -10 | -13% | 4% | 33%[activator] | -14% | -1
CCCCCCNC1=NCCS1 | ? | -14 | 7% | 1% | -10% | -3% | -3
COc1ccc(NC(=O)CSc2nc(C3CC3)nc3ccccc23)cc1 | -26% | -11 | 11µM* | -10% | -24% | 1% | -3
O=C(COC(=O)C1=COCCO1)Nc1ccccc1 | 196%[activator] | 64* | 32%[activator] | 14% | 132%[activator] | 4% | 52*
Cc1c(CCOC(=O)CC23CC4CC(CC(C)(C4)C2)C3)sc[n+]1CC(=O)c1ccccc1 | ? | 3 | -4% | 5% | -10% | 2% | -2
O=C(Nc1nc2ccccc2s1)c1ccc(N2CCCCC2)c([N+](=O)[O-])c1 | 48%[activator] | 102* | ? | -1% | ? | 4% | 45*
Cc1[nH]c2ccccc2c1C(=O)COC(=O)Cn1c(C(F)(F)F)nc2ccccc21 | 9% | -14 | -1% | 1% | -18% | -12% | -3

Compound activity from PubChem.
